TNAP activation fold – human TNAP enzyme activators, primary screen, biochemical, luminescent, no phosphate acceptor, uHTS (AID 1001). Alkaline phosphatase, tissue-nonspecific isozyme (Homo sapiens). purified TNAP, luminescent activation assay, no phosphate acceptor; higher activation fold means a stronger effect. one-dose activation fold at 20 µM; EC50 in µM for titrated hits. hit rate 0.03% among 200,000; in the data active = activation fold from about 3, or a potency from the dose series; inactive = the rest, 99 in 100 with activation fold below about 1.6; also: many of its hits are not listed in these tables
human PMI inhibition – inhibitors of human PMI, primary screen, biochemical, fluorescence intensity, coupled assay (AID 1209); purified PMI enzyme, coupled fluorescence intensity; higher % means a stronger effect; one-dose inhibition, % at 20 µM; IC50 in µM for titrated hits; hit rate 0.42% among 190,000;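 also: plate controls were DMSO vehicle for no effect and wells lacking substrate for full effect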
human PMI inhibitors – human PMI inhibitors, high substrate, primary screen, biochemical, fluorescence intensity, high mannose 6-phosphate (AID 1220); Mannose-6-phosphate isomerase (Homo sapiens); recombinant PMI enzyme, coupled fluorescence intensity; higher % means a stronger effect; inhibition, % at 20 µM; hits with a dose series show IC50 in µM; hit rate 0.66% among 190,000
LYP inhibition – inhibitors of LYP phosphatase, biochemical, fluorescence intensity, uHTS (AID 1779). recombinant LYP phosphatase, fluorescence intensity; higher % means a stronger effect. hit rate 0.054% among 290,000. Tyrosine-protein phosphatase non-receptor type 22 (Homo sapiens). one-dose inhibition, % at 11.5 µM; IC50 in µM for titrated hits;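 also: plate controls were vehicle with enzyme for no effect and no enzyme for full effect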
P. falciparum M1AAP – P. falciparum M1AAP inhibitors, biochemical, fluorogenic H-Leu-NHMec substrate, 1536-well (AID 1445) | inhibition, % at 30 µM; hits with a dose series show IC50 in µM | hit rate 0.42% among 220,000 | recombinant M1AAP, H-Leu-NHMec fluorogenic kinetic assay; higher % means a stronger effect | Aminopeptidase N (Plasmodium falciparum (isolate 3D7));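 active = primary inhibition above the hit cutoff, then over 50% inhibition at one or more dose response concentrations, cut at about 23% in these data, passing the limit was not always enough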;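 also: plate controls were DMSO full reaction for no effect and no enzyme background for full effect; strong numbers were not always called active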
XIAP antagonists – XIAP antagonists, biochemical, IAP family, fluorescence polarization (AID 1018); E3 ubiquitin-protein ligase XIAP (Homo sapiens); XIAP BIR domain, fluorescence polarization peptide displacement; higher % means a stronger effect; displacement, % at 20 µM, or IC50 in µM where a hit was titrated; hit rate 0.007% among 200,000; in the data active = displacement above about 50%; also: a part of the inactive calls stands beside numbers as strong as those of hits
P. falciparum M17LAP – P. falciparum M17LAP inhibitors, primary screen, biochemical, fluorogenic H-Leu-NHMec substrate, 1536-well (AID 1619) | recombinant M17LAP, H-Leu-NHMec fluorogenic kinetic assay; higher % means a stronger effect | inhibition, % at 30 µM; hits with a dose series show IC50 in µM | Leucine aminopeptidase (Plasmodium falciparum (isolate 3D7)) | hit rate 0.38% among 220,000;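 active = compound inhibiting the enzyme by more than half at any dose during confirmatory dose-response retesting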;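 also: plate controls were full reaction with DMSO carrier for no effect and no enzyme background for full effect; strong numbers were not always called active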
WT yeast gro inh – growth inhibition of WT strain, primary screen, mitochondrial fusion inhibitor project, WT and mutant strains, chemical genetic. AID 1362, 2008. mitochondrial fusion phenotypic screen. hit rate 2.1% among 190,000. inhibition, % at 10 µM; in the data active = inhibition above about 58%; tested in S. cerevisiae
Yfh1-off respiration – enhancers of respiration in Yfh1-depleted yeast, dose response, Friedreich's ataxia, plus single-dose screen (AID 1465); hit rate 0.074% among 220,000; fold induction at 50 µM, or EC50 in µM where a hit was titrated; S. cerevisiae Yfh1-off respiration, WST-1 reduction, 72 h; higher fold induction means a stronger effect;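 active = fold induction of absorbance versus untreated yeast above a set limit, then at least 30% activation at any dose in follow-up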;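 also: activators that raise dye reduction in frataxin-depleted yeast; strong numbers were not always called active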
WT yeast gro inh mutant strain – recorded beside WT yeast gro inh, whose call it bears; inhibition, %; mitochondrial fusion phenotypic screen, mutant strain inhibition
* marks the source's active call; other numbers are inactive results; i = inactive; · = no result given. Rule as the data show it, unless noted: active = inhibition above about 50%; inactive = the rest.

SMILES	TNAP activation fold	human PMI inhibition	human PMI inhibitors	LYP inhibition	P. falciparum M1AAP	XIAP antagonists	P. falciparum M17LAP	WT yeast gro inh	WT yeast gro inh mutant strain	Yfh1-off respiration
CCOC(=O)Nc1sc(C)nc1-c1ccccc1	1	-9%	-6%	-5%	2%	-1.9%	-3%	-7	1	i
CC(C)(C)c1ccc(OCC(O)CS(=O)(=O)c2ccccn2)cc1 (stereo not given)	1	1%	10%	4%	8%	-1.6%	9%	15	-3	i
Cc1ccc(CN(c2ccc(C(=O)NCC3CCCO3)cc2)S(C)(=O)=O)cc1 (stereo not given)	1	5%	4%	-5%	1%	-6.5%	32%	12	-28	i
Cc1nn(S(=O)(=O)N2CCCCC2)c(C)c1Br	1.1	1%	-3%	4%	8%	-2.6%	1%	-10	8	i
O=C(OC1CCN(c2ncc(C(F)(F)F)cc2Cl)CC1)c1ccccc1	1.1	8%	11%	-4%	-2%	-5.0%	-2%	64*	34*	i
N#CC1=C(N)N=C(SCc2cccc3ccccc23)C(C(N)=O)C12CCCCC2 (stereo not given)	1	15%	15%	0%	13%	-4.6%	8%	39	-15	i
Cc1ccccc1NC(=O)NCCCN1CCN(C2CCCCC2)CC1	1.1	0%	-4%	-11%	5%	-2.6%	-4%	-6	12	i
Cc1ccc(OCC(=O)NCCO)cc1C	1.1	4%	1%	-6%	-3%	-4.5%	-5%	2	2	i
O=C(C1CCN(Cc2ccc(F)cc2)CC1)N1CCN(C/C=C/c2ccccc2)CC1	1.1	-9%	-12%	-8%	1%	-3.9%	-1%	-2	15	i
Cc1cccc(NC(=O)COC(=O)c2ccc3c(c2)OCO3)c1C	1.1	2%	2%	-4%	1%	-1.7%	3%	-15	5	i
CC1CCc2nc(NC(=O)C3CCCO3)sc2C1 (stereo not given)	1.1	26%	14%	1%	5%	-3.6%	3%	-18	-18	i
Cc1c(NC(=O)c2ccc(S(=O)(=O)N3CC(C)OC(C)C3)cc2)c(=O)n(-c2ccccc2)n1C (stereo not given)	1.1	-7%	-12%	-7%	-2%	-5.3%	-1%	6	-2	i
Cc1nnc(N2CCOCC2)c2nn(-c3ccccc3)c(C)c12	1.1	7%	15%	-4%	-1%	-1.9%	30%	9	21	i
Cc1cccc(CC2SC(N3CCN(c4ccccc4)CC3)=NC2=O)c1 (stereo not given)	1.2	12%	4%	-3%	9%	-3.2%	4%	4	-4	i
CC1=C(C(=O)OC(C)C)C(c2cccnc2)C2=C(CC(C)(C)CC2=O)N1 (stereo not given)	1.1	-7%	4%	-13%	6%	-1.3%	-65%	-3	15	i
COc1ccc(CN2CCN(C(=O)CC(C)C)CC2)c(OC)c1OC	1.1	18%	5%	-6%	3%	-2.9%	10%	-9	-1	i
CC(C)(C)c1ccc(OCCNC(=S)NC(=O)c2cccnc2)cc1	1.2	12%	14%	6%	14%	-3.8%	3%	50	50	i
CCOC(=O)CN(C(=O)CN1CCOCC1)c1ccc(Br)cc1	1.1	-3%	0%	-5%	-3%	-2.5%	-9%	1	6	i
CCOC(=O)C/C(N)=N/NC(=O)c1ccc(Cl)cc1Cl	1	-17%	4%	-4%	4%	-7.5%	4%	-4	22	i
COc1cccc(CN(C)CC(=O)Nc2c(C)cccc2C(C)C)c1	1.1	11%	10%	-6%	2%	-7.9%	-3%	-1	2	i

Some of these compounds in order of their number in P. falciparum M1AAP, falling.
| SMILES | TNAP activation fold | human PMI inhibition | human PMI inhibitors | LYP inhibition | P. falciparum M1AAP | XIAP antagonists | P. falciparum M17LAP | WT yeast gro inh mutant strain |
| --- | --- | --- | --- | --- | --- | --- | --- | --- |
| CCOC(=O)Nc1sc(C)nc1-c1ccccc1 | 1 | -9% | -6% | -5% | 2% | -1.9% | -3% | 1 |
| Cc1cccc(NC(=O)COC(=O)c2ccc3c(c2)OCO3)c1C | 1.1 | 2% | 2% | -4% | 1% | -1.7% | 3% | 5 |
| O=C(OC1CCN(c2ncc(C(F)(F)F)cc2Cl)CC1)c1ccccc1 | 1.1 | 8% | 11% | -4% | -2% | -5.0% | -2% | 34* |

The list goes on:
SMILES	TNAP activation fold	human PMI inhibition	human PMI inhibitors	LYP inhibition	P. falciparum M1AAP	XIAP antagonists	P. falciparum M17LAP	WT yeast gro inh	WT yeast gro inh mutant strain	Yfh1-off respiration
CS/C(=C\C(=O)c1ccco1)Nc1ccccc1Cl	·	·	·	-8%	0%	·	17%	·	·	i
CC1CCCN(c2ccc(/C=C(\C#N)c3nn(-c4ccccc4)c(N)c3C#N)cc2[N+](=O)[O-])C1 (stereo not given)	0.9	20%	21%	1%	8%	-5.0%	-9%	-4	17	i
O=C(CN(C(=O)CCC(=O)Nc1nccs1)c1ccc2c(c1)OCO2)NCC1CCCO1 (stereo not given)	1.1	6%	7%	-5%	4%	0.8%	6%	8	35	i
Cc1ccc(OCC(=O)OCC(=O)Nc2sccc2C(N)=O)cc1C	1	19%	3%	-2%	2%	-3.4%	-6%	5	1	i
COCCCNC(=O)C(F)(F)C(F)(F)C(=O)NCCCOC	1	-3%	2%	0%	0%	-3.2%	2%	-6	9	i
COC(=O)c1nnn(CC(=O)Nc2ccc(C)c(F)c2)c1C(=O)OC	1.1	-4%	-5%	0%	5%	-11%	51%	0	-4	i
COCC(=O)Nc1cc(=O)n(C)c(=O)n1C	1.1	-2%	-8%	-6%	3%	-4.7%	2%	-5	-5	i
COCc1nnc(NC(=O)c2ccco2)s1	1.2	3%	3%	2%	8%	1.0%	23%	-16	-5	i
CC1CCCN(C(=O)COC(=O)c2ccc[nH]c2=O)C1 (stereo not given)	1.2	4%	0%	-8%	1%	-5.9%	10%	12	24	i
Oc1ccc2ccccc2c1CN1CCN(c2ccccc2F)CC1	1	28%	30%	-5%	6%	-4.8%	-6%	4	1	i
O=C(c1ccc(N2CCN(C3CC(=O)N(Cc4cccs4)C3=O)CC2)cc1)c1cccnc1 (stereo not given)	1.1	4%	5%	4%	11%	-5.2%	-9%	17	10	i
O=C1NC2(CCCc3ccccc32)C(=O)N1Cc1nnc(-c2ccccc2Br)o1 (stereo not given)	1.1	3%	8%	-8%	0%	-4.6%	9%	-11	-5	i
O=C(Nc1ccc(F)c([N+](=O)[O-])c1)c1cccs1	1.1	-17%	-4%	-3%	0%	-8.6%	-14%	20	10	i
COc1ccc(Cn2c(C)nc3oc4cc(OC)ccc4c(=O)c3c2=O)cc1	1.1	-4%	-2%	-5%	12%	-3.7%	-1%	0	4	i
N#C/C(C(=O)Oc1ccccc1)=C1\C=Cc2ccccc2N1	1.1	1%	-6%	-8%	9%	-1.2%	-4%	5	-10	i
COCCNc1oc(-c2ccc(Cl)cc2)nc1C#N	1.1	-1%	-7%	-22%	35%	-5.4%	-95%	2	17	·
Cc1cc(C)c([N+](=O)[O-])cc1-c1ccc(/C=N/NC(=O)c2nonc2N)o1	1	6%	-2%	1%	3%	-6.6%	-13%	13	-15	i
Cc1cc(C(=O)Nc2nc3c(s2)CCCC3)cs1	1.1	14%	15%	-14%	4%	-0.5%	-2%	22	14	i
CC/C(=N\NC(=S)NC(C)C)c1ccc(OC(F)F)cc1	1.3	7%	1%	-4%	0%	-6.4%	-6%	32	44	i
CCOc1ccc(CC(=O)Nc2sc(Cc3ccccc3)cc2C(N)=O)cc1OCC	1.1	3%	-1%	2%	2%	-5.0%	12%	54	28	i
COCCn1c(SCC(=O)Nc2ccc(Cl)cn2)nnc1-c1ccncc1	1.1	-4%	-1%	-4%	3%	-2.8%	12%	3	8	i
Cc1cc(/C=C2\SC(=O)NC2=O)c(C)n1-c1ccc(N2CCOCC2)cc1	·	·	·	4%	-3%	·	6%	·	·	i
CCC(C)NC(=O)C1CCC(=O)N1Cc1ccc(C)cc1 (stereo not given)	1.1	2%	-2%	-9%	1%	0.3%	6%	-10	-4	i
COc1ccc(CCNC(=O)CSc2nc(C)nc3sccc23)cc1OC	·	·	·	-8%	4%	·	-5%	·	·	i

Ordered by length of the SMILES (low to high): part of the list above.
SMILES	TNAP activation fold	human PMI inhibition	human PMI inhibitors	LYP inhibition	P. falciparum M1AAP	XIAP antagonists	P. falciparum M17LAP	WT yeast gro inh	WT yeast gro inh mutant strain	Yfh1-off respiration
COCCNc1oc(-c2ccc(Cl)cc2)nc1C#N	1.1	-1%	-7%	-22%	35%	-5.4%	-95%	2	17	·
CCC(C)NC(=O)C1CCC(=O)N1Cc1ccc(C)cc1 (stereo not given)	1.1	2%	-2%	-9%	1%	0.3%	6%	-10	-4	i
CC/C(=N\NC(=S)NC(C)C)c1ccc(OC(F)F)cc1	1.3	7%	1%	-4%	0%	-6.4%	-6%	32	44	i
O=C(Nc1ccc(F)c([N+](=O)[O-])c1)c1cccs1	1.1	-17%	-4%	-3%	0%	-8.6%	-14%	20	10	i
COc1ccc(CCNC(=O)CSc2nc(C)nc3sccc23)cc1OC	·	·	·	-8%	4%	·	-5%	·	·	i
COCCn1c(SCC(=O)Nc2ccc(Cl)cn2)nnc1-c1ccncc1	1.1	-4%	-1%	-4%	3%	-2.8%	12%	3	8	i
COc1ccc(Cn2c(C)nc3oc4cc(OC)ccc4c(=O)c3c2=O)cc1	1.1	-4%	-2%	-5%	12%	-3.7%	-1%	0	4	i
CCOc1ccc(CC(=O)Nc2sc(Cc3ccccc3)cc2C(N)=O)cc1OCC	1.1	3%	-1%	2%	2%	-5.0%	12%	54	28	i
O=C1NC2(CCCc3ccccc32)C(=O)N1Cc1nnc(-c2ccccc2Br)o1 (stereo not given)	1.1	3%	8%	-8%	0%	-4.6%	9%	-11	-5	i
Cc1cc(C)c([N+](=O)[O-])cc1-c1ccc(/C=N/NC(=O)c2nonc2N)o1	1	6%	-2%	1%	3%	-6.6%	-13%	13	-15	i
O=C(c1ccc(N2CCN(C3CC(=O)N(Cc4cccs4)C3=O)CC2)cc1)c1cccnc1 (stereo not given)	1.1	4%	5%	4%	11%	-5.2%	-9%	17	10	i

Screening results as filed in PubChem BioAssay.
